Screening data deposited in PubChem by National Center for Advancing Translational Sciences (NCATS).
KinaseGlo FLuc: blocks Kinase-Glo luciferase, a counter-screen artifact; Kinase-Glo luciferase, ATP luminescence, 8 min; 200,000 compounds, 0.28% hits; Potency, µM (highest dose often 38.3 µM), for inactives: at the top dose activity change, negative = inhibition, most hits filed as inhibitors; Q27757; further: potency means the concentration at half of the fitted maximal effect; on the % scale 0 is the no-effect control and ±100 the full control effect; nearly all actives have a fitted effect of over 60% in size
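Luminescence was the read-out, taken after 8-minute incubation at ambient temperature. Luciferase turned over luciferin with 10 uM ATP in imidazole pH 7.2 buffer containing KCl, MgCl2, Tween 20 and BSA.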
IMPase Li inh: IMPase inhibition in cells with lithium potentiation; Potency, µM (doses to about 59.4 µM), for inactives: at the top dose activity, negative = IMPase inhibition, hits mostly inhibitors; CHO-M1 cells, IP1 TR-FRET (IP-One), carbachol + lithium; 210,000 compounds, 0.35% hits;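 further: IP1 builds up when IMPase is blocked and the TR-FRET signal falls; potency means the concentration at half of the fitted maximal effect; plate controls were basal vehicle for no effect and high inhibitor control for full effect; nearly all actives have a fitted effect of over 50% in size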
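Readout is a homogeneous TR-FRET IP1 immunoassay (Ex 320, Em 665 and 620), where raised cytosolic IP1 lowers signal. Cells were CHO-M1 treated 30 min at 37C with test compounds plus a little lithium; AC50 values came from Hill-equation fitting.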
CBFb-RUNX1 inh: blocks binding between human CBF-beta and RUNX1; Q01196+Q13951; AlphaScreen CBFb-His/RUNX1-biotin binding, biochemical; Potency, µM (series often up to 59.8 µM), inactives show at the highest dose activity, negative = inhibition, actives largely listed as inhibitors; 230,000 tested, under 10 active; further: % of control where 0% means no effect
Target sequence (Q01196 whole entry, looked up): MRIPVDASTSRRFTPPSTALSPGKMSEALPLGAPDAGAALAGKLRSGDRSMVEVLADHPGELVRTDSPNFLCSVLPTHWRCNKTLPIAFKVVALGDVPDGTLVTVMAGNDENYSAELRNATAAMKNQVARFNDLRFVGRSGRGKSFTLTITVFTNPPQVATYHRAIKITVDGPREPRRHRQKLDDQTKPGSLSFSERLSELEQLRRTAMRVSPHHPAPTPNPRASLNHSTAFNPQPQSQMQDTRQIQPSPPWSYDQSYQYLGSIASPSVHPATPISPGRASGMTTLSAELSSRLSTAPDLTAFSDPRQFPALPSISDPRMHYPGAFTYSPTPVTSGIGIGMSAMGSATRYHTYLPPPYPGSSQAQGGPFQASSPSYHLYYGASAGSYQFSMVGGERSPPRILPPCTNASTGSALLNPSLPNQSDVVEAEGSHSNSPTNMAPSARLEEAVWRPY
Target sequence (Q13951 whole entry, looked up): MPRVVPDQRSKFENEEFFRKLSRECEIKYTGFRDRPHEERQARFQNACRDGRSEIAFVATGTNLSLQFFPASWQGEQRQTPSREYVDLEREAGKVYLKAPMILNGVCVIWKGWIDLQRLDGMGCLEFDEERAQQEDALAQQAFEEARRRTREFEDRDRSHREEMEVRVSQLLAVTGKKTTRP
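Proteins preincubated together for 20 min at RT before compound addition; 15 min later, nickel and streptavidin beads were added and left 90 min prior to AlphaScreen measurement.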
LMNA splice mod: changes lamin A minigene splicing in HeLa cells | HeLa LMNA splicing GFP/RFP minigene ratio, 48 h | Potency, µM (series often up to 46.1 µM), for the others: top-dose ratio change, negative = inhibition, most hits filed as inhibitors | 200,000 compounds, 0.01% hits | AID 1487; active means well fitted inhibition curve with a large enough effect in the signal ratio, with a control signal flat, not every such curve was filed as active; inconclusive means small, poorly fitted or top-dose-only effect, or effect the other way, or a change in a side signal; the % refers to the signal ratio; further: potency means the concentration at half of the fitted maximal effect; on the % scale 0 is the no-effect control and ±100 the full control effect
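S3 HeLa cells stably expressing lamin A-EGFP splicing minigene plus DsRed2, 600 cells/well, 48 h compound exposure at 37C. Laser-scanning cytometry; analysed as GFP (500-530 nm)/RFP (575-640 nm) total intensity ratio; 0.5% DMSO vehicle.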
NPSR antagonist: blocks cAMP signaling of the human neuropeptide S receptor. 220,000 compounds, 1% hits. Potency, µM (top dose mostly 38.3 µM), without a hit: at the top dose activity change, negative = inhibition, usual class: inhibitors. CHO-NPSR cells, cAMP TR-FRET, antagonist mode. Q6W5P4. AID 1461; further: potency means the concentration at half of the fitted maximal effect; on the % scale 0 is the no-effect control and ±100 the full control effect; nearly all actives have a fitted effect of over 50% in size; many of its hits are not listed in these tables
Target sequence (Q6W5P4 whole entry, looked up): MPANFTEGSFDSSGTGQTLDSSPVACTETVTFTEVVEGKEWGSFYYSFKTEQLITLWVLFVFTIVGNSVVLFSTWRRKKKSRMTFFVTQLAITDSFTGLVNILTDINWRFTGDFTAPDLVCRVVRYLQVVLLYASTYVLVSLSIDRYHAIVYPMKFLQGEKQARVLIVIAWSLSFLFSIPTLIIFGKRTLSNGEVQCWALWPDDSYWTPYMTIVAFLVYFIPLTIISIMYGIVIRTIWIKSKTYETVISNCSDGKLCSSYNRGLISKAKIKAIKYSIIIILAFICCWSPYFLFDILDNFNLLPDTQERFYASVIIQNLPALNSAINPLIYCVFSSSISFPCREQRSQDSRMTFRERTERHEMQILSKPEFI
Epigenetic derep: derepresses silenced GFP reporter in murine cells; murine LDR cells, GFP reporter derepression, 30 h; Potency, µM (highest dose often 53.9 µM), for the others: top-dose GFP activation, hits mostly activators; 280,000 compounds, 0.2% hits; AID 1865; further: potency means the concentration at half of the fitted maximal effect; % of control where 0% means no effect; nearly all actives have a fitted effect of over 60% in size
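Derepression of a silenced CMV-GFP reporter in murine LDR cells is scored by enumerating GFP-positive cells with a laser-scanning microplate cytometer after 30 hours of treatment at 37 C.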
HTT aggregate: inhibitors of mutant huntingtin aggregate formation in PC12 cells. PC12 HttQ103-GFP aggregates, Acumen cytometry, 40 h. Potency, µM (series often up to 46.1 µM), inactives show at the top dose activity change, negative = inhibition, usual class: inhibitors. 220,000 compounds, 1.1% hits. AID 1688; further: potency means the concentration at half of the fitted maximal effect; on the % scale 0 is the no-effect control and ±100 the full control effect; nearly all actives have a fitted effect of over 60% in size
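PC12 cells stably carrying ecdysone-inducible HTT exon 1 Q103–GFP were induced with tebufenozide (100 nM final) and treated with library compounds in titration. GFP aggregates in lysates were counted by laser scanning cytometry.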
* = called active by the depositor; ? = inconclusive; · = not tested or not shown; & = joins results of further samples; [ ] = remark or other dose. Unless noted, the call rests on the fitted dose curve; in most records, active means well fitted curve in the direction sought with a large enough effect; inconclusive means small, poorly fitted or top-dose-only effect, or another doubt; inactive means no such curve, though single readings can be large; an effect the other way counts as inactive or inconclusive. Some of the compounds tested (hit frequency here may not be typical).

SMILES,KinaseGlo FLuc,IMPase Li inh,CBFb-RUNX1 inh,LMNA splice mod,NPSR antagonist,Epigenetic derep,HTT aggregate
CCC1CCCCN1C(=O)Nc1cccc(NC(=O)N2CCCCC2CC)c1 (configuration not stated),-2%,20%[38.3 µM],-11%,-5%,-22%[46.1 µM],-2.4%,-13%
O=C(O)c1cc2c(s1)CCCC2,4%,13%[38.3 µM],0%,-9%,-16%[46.1 µM],-7.9%,-9%
Cc1cc(C)c(C)c(S(=O)(=O)NCC(=O)NCc2ccco2)c1C,1%,-3%,-5%,?,2%,1.1%,17%
C/C(=N\NC(=O)Cn1c(-c2ccccn2)nc2ccccc21)c1cccc(O)c1,-2%,27%,-1%,·,-30%,-0.1%,10%
CN(C)c1ccc(C=NCC2COc3ccccc3O2)cc1 (configuration not stated),0%,-2%,2%,1%[46 µM],-12%,2.1%,-9%[9.22 µM]
CC1CCN(C(=O)C(NS(=O)(=O)c2cccc3nsnc23)c2ccccc2)CC1 (configuration not stated),6%,4%[38.3 µM],0%,6%,-12%[46.1 µM],-1.1%,-7%
COc1cccc(OCc2nnc(SCC(=O)OCc3ccccc3)o2)c1,2%,10%,26%,-12%,-12%[46.1 µM],-1.1%,-13%
Cc1ccc(N(C(=O)Cn2nnc(-c3ccc(C)o3)n2)C(C(=O)NC2CCCC2)c2ccco2)cc1 (configuration not stated),-6%,26%[38.3 µM],0%,-2%,10%[46.1 µM],-1.0%,8%
COCCCNC(=O)CS(=O)Cc1nc(-c2ccccc2C)oc1C (configuration not stated),-5%,6%[38.3 µM],0%,-5%,-7%[46.1 µM],-0.2%,-7%
COc1ccc(S(=O)(=O)n2ccc(-c3cnc(-c4ccccc4)s3)n2)cc1,-4%,3%[38.3 µM],12%,14%,?,2.1%,-12%
CCCN1C2CCCC1CC(NC(=S)Nc1cc(C)cc(C)c1)C2 (configuration not stated),3%,2%,6%,-20%[46 µM],-11%,-2.4%,-6%[9.22 µM]
CSc1cccc(NC(=O)CN2C(=O)c3ccccc3S2(=O)=O)c1,5%,-16%[38.3 µM],5%,-4%,-6%[46.1 µM],-4.3%,14%
c1cc(CNCC2CCCO2)ccn1 (configuration not stated),·,-1%,-2%,·,13%,0.4%,23%
O=C(COC(=O)CCc1ccc(S(=O)(=O)N2CCOCC2)cc1)NCc1ccccc1,3%,-9%,4%,5%[9.22 µM],15%,13%,-17%
O=C(NCCc1ccccc1)c1cccc([N+](=O)[O-])c1,1%,22%,-10%,-10%,-28%,-3.2%,11%
Cn1nnc2cc(C(=O)NCCC3=CCCCC3)ccc21,0%,0%[38.3 µM],2%,6%,-10%[46.1 µM],2.2%,7%
CCn1c(SCC(=O)NCCc2ccccc2)nc2c(c1=O)SC(C)C2 (configuration not stated),-2%,33%[activator][38.3 µM],11%,-6%,2%[46.1 µM],2.2%,2%
Cc1oc2cc3oc(=O)c4c(c3cc2c1C)CCC4,-1%,9%[38.3 µM],5%,8%,-7%[46.1 µM],-1.1%,-7%
O=C(c1ccccc1)[C@@H]1O[C@H]1c1ccc(-c2ccccc2)cc1,-4%,11%,4%[21.7 µM],·,·,-0.4%,·
O=C(OC1CCN(c2ccc([N+](=O)[O-])cc2)CC1)c1ccccc1,5%,11%[38.3 µM],1%,17%,-7%[46.1 µM],8.2%,6%
COc1ccc(CCN=C(NS(=O)(=O)c2ccc(Cl)cc2)c2ccccc2)cc1,-2%,14%,-3%,8%[46 µM],16%,1.9%,7%[9.22 µM]
COc1ccc(C2c3c(-c4ccccc4O)n[nH]c3C(=O)N2Cc2ccco2)cc1 (configuration not stated),·,·,-13%,·,-56%,-0.4%&0.8%,6%[9.22 µM]
O=C(NCc1ccc(Cl)cc1)c1noc2c1CCCC2,6%,22%[38.3 µM],8%,12%,-21%[46.1 µM],-1.1%,-4%
CSc1nc2n(n1)C(C)C1=C(CCCC1=O)N2 (configuration not stated),0%,-1%,7%,·,3%,-1.5%,17%
O=S(=O)(Nc1cccc2c1CCCC2)c1cccc(C(F)(F)F)c1,-2%,7%,9%,?,?,0.0%,-1%
COc1ccc(CCNC(=O)COc2ccc(S(=O)(=O)NC3CCCCC3)cc2Cl)cc1OC,-3%,13%,-10%,?,-10%,0.0%,11%
CCN(CC)C(=O)c1ccc2c(c1)nnn2C,-4%,-9%,4%,-4%,15%,-1.0%,6%
C=CCN1C(=O)CSc2ccc(C(=O)NCCC3=CCCCC3)cc21,6%,34%[activator][38.3 µM],4%,?,-15%[46.1 µM],0.8%,-7%[9.22 µM]
O=C(O)CC(NC(=O)c1sc2ccccc2c1Cl)c1ccc(OC2CCCC2)cc1 (configuration not stated),2%,?,-17%,-6%[9.22 µM],-34%,-3.1%,?
COc1ccccc1Nc1nc(NCCCN(C)C)nc(N)c1[N+](=O)[O-],·,·,2%,·,-10%,1.8%,13%[9.22 µM]
NC(=O)c1ccc[n+](CC(=O)OCCC23CC4CC(CC(C4)C2)C3)c1,-2%,-5%[38.3 µM],-3%,17%,0%[46.1 µM],-1.2%,11%
CNC(=O)COc1ncnc2scc(-c3ccc(F)cc3)c12,-2%,-11%,3%,?,5%,1.1%,-1%
Cc1cc(OCCN2CCCCCC2)ccc1[N+](=O)[O-],·,·,1%,-5%,13%[46.1 µM],0.0%,?
CNC(=O)c1[nH]cnc1C(=O)Nc1ccccc1C,0%,0%,15%,4%,-1%[46.1 µM],-1.0%,11%
C/C(=N/Nc1ccc([N+](=O)[O-])cc1)c1ccc(C)cc1C,0%,24%,-1%,·,-21%,-1.2%,?
CCCC(=O)OCC(=O)NC1CCCc2ccccc21 (configuration not stated),-2%,5%,-6%,·,-1%,-5.7%,-1%
C=CCN1C(=O)C(CC(=O)O)SC1=Nc1ccc(C(=O)O)cc1 (configuration not stated),3%,-5%,1%,-4%[46 µM],11%,1.1%,-17%
CCOC(=O)C1CCN(C(=O)Cc2ccc(OC)c(OC)c2)CC1,1%,26%[38.3 µM],2%,1%,-5%[46.1 µM],1.2%,8%
CCCCNC(=O)C12CCC(C)(C(=O)C1Br)C2(C)C (configuration not stated),-2%,-7%,5%,5%,20%,0.1%,6%
COc1cccc(-c2nc(CS(=O)(=O)CC(=O)Nc3cc(C)ccc3C)c(C)o2)c1,0%,5%,1%,-9%,-13%,-1.0%,11%

The last four compounds of the section before lead into the next.
SMILES,KinaseGlo FLuc,IMPase Li inh,CBFb-RUNX1 inh,LMNA splice mod,NPSR antagonist,Epigenetic derep,HTT aggregate
C=CCN1C(=O)C(CC(=O)O)SC1=Nc1ccc(C(=O)O)cc1 (configuration not stated),3%,-5%,1%,-4%[46 µM],11%,1.1%,-17%
CCOC(=O)C1CCN(C(=O)Cc2ccc(OC)c(OC)c2)CC1,1%,26%[38.3 µM],2%,1%,-5%[46.1 µM],1.2%,8%
CCCCNC(=O)C12CCC(C)(C(=O)C1Br)C2(C)C (configuration not stated),-2%,-7%,5%,5%,20%,0.1%,6%
COc1cccc(-c2nc(CS(=O)(=O)CC(=O)Nc3cc(C)ccc3C)c(C)o2)c1,0%,5%,1%,-9%,-13%,-1.0%,11%
O=C(CN1C(=O)C2CC=CCC2C1=O)Nc1ccc(S(=O)(=O)NC2=NCCCCC2)cc1 (configuration not stated),-3%,7%[38.3 µM],4%,7%,2%[46.1 µM],-0.9%,13%
C[C@H]1C(=O)N(C)CCN1C(=O)c1ccccc1OC1CCN(S(C)(=O)=O)CC1,-2%,-22%,-2%,·,-21%,-5.5%,-28%[9.22 µM]
COc1cccc(/C=C2\SC(=S)N(N3CCOCC3)C2=O)c1OC,1%,4%,?,5%,-14%,0.0%,19%
CCCc1cc(-c2nc(-c3ccc(Cl)cc3)cs2)ccn1,-1%,9%[38.3 µM],13%,?,-23%[46.1 µM],1.1%,-27%
CC(OC(=O)c1c2c(nc3ccccc13)/C(=C\c1ccc3c(c1)OCO3)CCC2)C(=O)Nc1ccc(S(N)(=O)=O)cc1 (configuration not stated),0%,-13%,21%,?,-9%,-1.5%,-14%
CCc1nnc(NC(=O)c2ccc3ncsc3c2)s1,·,·,10%,?,?,1.1%,6%[9.22 µM]
O=C(CCc1nc2ccccc2c(=O)[nH]1)OCCOc1ccc(Cl)cc1,0%,6%,-5%,-7%[46 µM],-3%,-3.2%,3%
COc1ccc(/C=N/NC(=O)c2ccc(C)cc2)cc1CN1CCN(c2ccc(F)cc2)CC1,0%,11%[38.3 µM],5%,3%,-17%[46.1 µM],-0.8%,13%
CN1/C(=C/C=N/NC(=O)c2ccc([N+](=O)[O-])cc2)C(C)(C)c2ccccc21,-11%,10%,?,-2%,-1%,-1.9%,?
CCCn1nnc(NC(=S)NC(=O)c2cccs2)n1,-2%,6%,8%,1%,3%[46.1 µM],0.0%,9%
COc1cc(CCC(=O)OCn2nnc3ccccc3c2=O)cc(OC)c1OC,3%,2%[38.3 µM],-7%,14%,15%[46.1 µM],-2.9%,10%
Cc1nn(-c2ccccc2)c2c1C(=O)NC(=O)C(C)(C)C2,-2%,-12%[38.3 µM],-2%,-7%,0%[46.1 µM],-1.1%,-6%
Cc1sc(-c2ccncc2)nc1OC(=O)c1cc(Cl)cc(Cl)c1,-2%,18%[38.3 µM],2%,-6%,-23%[46.1 µM],0.7%,-27%
COc1ccccc1C(=O)NCC(=O)NNc1ncnc(N)c1[N+](=O)[O-],0%,5%,1%,·,10%,-1.2%,26%
Cc1cccn2c(=O)c(/C=C(\C#N)C(=O)NCc3ccco3)c(N3CCOCC3)nc12,·,·,-5%,·,14%,1.6%,-11%[9.22 µM]
N#Cc1c(NC(=O)CSC2=NCCS2)sc2c1CCCC2,-2%,30%[38.3 µM],4%,?,-26%[46.1 µM],0.3%,-17%
COc1ccc(OCC(=O)N/N=C(\C)CC(=O)Nc2ccc(OC)cc2[N+](=O)[O-])cc1,2%,5%,-15%,?,-5%,-1.6%,-25%
